# Assay outcomes deposited in PubChem by several laboratories.
# Rab7 wt modul – dog Rab7 wildtype GTP binding, inhibitors and activators. 190,000 tested, 0.055% active. GTP binding activity (percent of control), % at 10 µM. GST-Rab7 beads, fluorescent GTP binding, flow cytometry; actives lie on both sides; untreated = 100%, excess cold GTP = 0%;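 active = fluorescent GTP binding to Rab7 beads changed by at least 20 points from the 100% baseline, either direction, mostly lower; inconclusive = compound itself probably fluorescent, or too few beads counted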;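 also: median green fluorescence of bound Bodipy-FL-GTP per Rab7 bead population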
# Rab2 wt GTP – changes GTP binding to wildtype dog Rab2A, up or down. P61105. GTP binding activity, % at 10 µM. GST-Rab2 wt beads, Bodipy-GTP binding, flow cytometry. AID 760. 190,000 tested, 0.19% active;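 active = GTP binding activity at least 20 points away from 100%, either lowered or raised; inconclusive = signal likely due to the compound's own green fluorescence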;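 also: 0% = beads with excess unlabeled GTP and 100% = no-compound control corrected for plate trend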
# Rac1 mut GTP – alters GTP binding to activated mutant human Rac1; P63000; GST-Rac1 activated beads, fluorescent GTP binding, flow cytometry; actives lie on both sides; 100% means binding = to untreated wells; percent activity (GTP binding), % at 10 µM; 190,000 tested, 0.11% active; AID 764;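 active = GTP binding at least 20 percentage points away from the 100% baseline, in either direction, so actives lie on both sides; inconclusive = Compound likely fluorescent itself, or too few beads counted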
# ABCB1 inh – inhibitors of human ABCB1 transporter, ABCG2 counter-screen | P08183 | CCRF-Adr cells, JC-1 efflux, flow cytometry | inhibition, % at 6.6 µM | 190,000 tested, 0.067% active | AID 1326; in the data active = inhibition above about 40%;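 also: 0% = vehicle and 100% = reference inhibitor; higher value means more JC-1 retained so stronger ABCB1 efflux block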
# HRas wt GTP bind – modulators of GTP binding to human HRas wildtype; 190,000 tested, 0.14% active; GST-Ras wt beads, Bodipy-FL-GTP binding, flow cytometry; actives lie on both sides; P01112; GTP binding activity, % at 10 µM;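 active = GTP binding activity at least 20% away from the 100% baseline, either lowered as inhibitor or raised as activator; inconclusive = flagged as likely green fluorescent, judged across all proteins in the well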;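 also: 0% = unlabeled GTP competition control and 100% = no-compound control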
# Target sequence (P01112 whole entry, looked up): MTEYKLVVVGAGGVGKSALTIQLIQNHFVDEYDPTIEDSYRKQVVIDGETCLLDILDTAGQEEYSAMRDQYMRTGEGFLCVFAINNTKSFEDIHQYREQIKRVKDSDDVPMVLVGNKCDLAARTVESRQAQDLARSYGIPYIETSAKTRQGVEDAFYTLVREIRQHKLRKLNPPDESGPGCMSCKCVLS
# ABCG2 inh – inhibitors of human ABCG2 transporter, ABCB1 counter-screen; 190,000 tested, 0.1% active; inhibition, % at 6.6 µM; AID 1325; IgMXP3 cells, JC-1 efflux, flow cytometry;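 active = inhibition above 80%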;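 also: 0% = DMSO and 100% = nicardipine control wells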
# Target sequence (Q9UNQ0 whole entry, looked up): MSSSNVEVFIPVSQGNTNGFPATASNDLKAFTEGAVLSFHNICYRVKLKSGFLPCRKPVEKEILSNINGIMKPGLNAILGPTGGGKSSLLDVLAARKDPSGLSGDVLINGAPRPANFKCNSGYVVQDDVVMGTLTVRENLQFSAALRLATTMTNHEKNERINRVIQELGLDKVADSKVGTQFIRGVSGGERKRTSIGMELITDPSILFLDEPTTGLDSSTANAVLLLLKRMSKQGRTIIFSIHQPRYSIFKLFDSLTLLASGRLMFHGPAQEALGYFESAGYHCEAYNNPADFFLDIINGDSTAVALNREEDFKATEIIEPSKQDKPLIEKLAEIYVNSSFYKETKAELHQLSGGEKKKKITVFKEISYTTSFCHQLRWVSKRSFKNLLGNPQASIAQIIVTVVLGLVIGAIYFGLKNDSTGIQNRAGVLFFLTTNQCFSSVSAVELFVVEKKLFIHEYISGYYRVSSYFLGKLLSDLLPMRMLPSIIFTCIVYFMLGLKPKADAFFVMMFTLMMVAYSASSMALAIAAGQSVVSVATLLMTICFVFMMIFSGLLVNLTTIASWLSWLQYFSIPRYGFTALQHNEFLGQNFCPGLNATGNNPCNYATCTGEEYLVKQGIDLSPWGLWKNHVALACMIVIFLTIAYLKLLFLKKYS
#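 material = IgMXP3 (ABCG2) plus far-red-tagged CCRF-Adr (ABCB1) cells | amount = 3 million cells/mL, equal mix of both lines | also added = JC-1 transporter substrate | dosing = one concentration, 6.6 µM final | schedule = 10 min at 25 °C | measured by = flow cytometric JC-1 green MFI at 530 nm | read-out basis = percent efflux inhibition, scaled nicardipine 100% to DMSO 0%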
# Pf gametocyte – inhibitors of late stage P. falciparum gametocyte viability; P. falciparum stage V gametocytes, ATP luminescence, 24 h; inhibition, % at 10.9 µM; 150,000 tested, 0.065% active; AID 743093;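 active = inhibition above the mean plus 3 SD of compounds within the control limits, set per campaign, cut at about 38% in these data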;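 also: 0% = DMSO wells and 100% = medium only without gametocytes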
# Rac1 wt modul – alters GTP binding to wildtype human Rac1 | P63000 | GST-Rac1 beads, fluorescent GTP binding, flow cytometry; actives lie on both sides; 0 = cold GTP competed, 100 = untreated | GTP binding activity (% of control), % at 10 µM | 190,000 tested, 0.27% active | AID 757;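 active = GTP binding activity at least 20 points away from the 100% control level, either lower or higher; inconclusive = compound flagged as likely green fluorescent, judged across all proteins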
# GSH bead fluor – GSH bead compound fluorescence profile | GSH beads flow cytometry, compound fluorescence 488/530 nm; hits give high values | AID 1776 | 190,000 tested, 0.25% active | fluorescence (KMESF) at 10 µM; in the data active = fluorescence above about 89;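 also: glutathione beads carrying GST-tagged Bcl family fusion proteins plus one bare bead set; values are compound well signal with DMSO vehicle wells as background; inactives centre near 16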
# Avidin fluor – compound fluoresces at 488/530 nm on avidin beads; compound fluorescence 488/530 nm, flow cytometry; hits give high values; fluorescence (KMESF) at 10 µM; 220,000 tested, 0.38% active; in the data active = fluorescence above about 47; also: inactives centre near 10
# Cdc42 wt – modulators (inhibitors or activators) of GTP binding to human Cdc42 wildtype. P60953. GST-Cdc42 beads, Bodipy-GTP binding, flow cytometry; actives lie on both sides. percent activity (GTP binding), % at 10 µM. 190,000 tested, 0.2% active. AID 761;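 active = percent activity GTP binding at least 20 points away from the 100% baseline, either down as inhibitor or up as activator; inconclusive = compound flagged as likely green fluorescent from well-wide comparison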;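 also: median bead fluorescence of bound Bodipy-FL-GTP at 100 nM; 0% = excess unlabeled GTP control and 100% = no compound control; below 100% means less GTP binding so inhibitor and above means activator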
# Target sequence (P60953 whole entry, looked up): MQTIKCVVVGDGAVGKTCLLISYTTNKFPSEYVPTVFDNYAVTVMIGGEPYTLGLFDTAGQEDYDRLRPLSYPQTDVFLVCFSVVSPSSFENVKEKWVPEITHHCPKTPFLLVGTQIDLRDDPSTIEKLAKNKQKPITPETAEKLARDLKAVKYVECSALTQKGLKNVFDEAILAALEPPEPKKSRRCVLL
# * marks the source's active call; other numbers are inactive results; ? = inconclusive; / = not tested or not shown.
# Results follow in this order: Avidin fluor	Cdc42 wt	Rab2 wt GTP	HRas wt GTP bind	Rac1 wt modul	GSH bead fluor	ABCB1 inh	ABCG2 inh	Pf gametocyte	Rac1 mut GTP	Rab7 wt modul
- Cc1csc(=Nc2ccc(S(=O)(=O)N3CCOCC3)cc2)n1Cc1ccco1
    15	97.0	98.0	98.0	102.0	38	2.9	24.8	/	97.0	100.0
- CC(C)(C)c1ccc(C(CC(=O)O)NC(=O)CSc2ccccc2)cc1 (stereo not given)
    6	95.0	98.0	101.0	103.0	12	0.2	0.0	3.0	90.0	97.0
- O=C(c1cccc(OC(F)F)c1)N1CCN(c2ncccn2)CC1
    7	?	?	?	?	18	0.7	1.7	/	?	?
- CCOC(=O)C(C)(C)N(Cc1ccccc1C)S(=O)(=O)c1ccc(Cl)c([N+](=O)[O-])c1
    6	100.0	99.0	102.0	105.0	24	2.0	24.9	25.8	99.0	103.0
- Cc1ccc(-n2nc3cc(C)c(NC(=O)c4cccnc4)cc3n2)cc1
    6	107.0	100.0	103.0	107.0	28	2.8	23.9	/	101.0	99.0
- CC(=O)c1cc(C#N)c(SCC(=O)OC(C)(C)C)nc1C
    138*	96.0	95.0	95.0	99.0	26	0.1	2.2	1.9	98.0	97.0
- O=C(COc1ccc(/C=N/NC(=O)c2ccccc2O)cc1)Nc1ccc([N+](=O)[O-])cc1
    11	99.0	94.0	95.0	98.0	10	0.0	19.0	17.0	95.0	97.0
- Cc1cc(NC(=O)CSc2nnnn2-c2ccc(C)c(C)c2)no1
    8	101.0	100.0	102.0	102.0	20	0.0	1.9	/	98.0	106.0
- O=C(Cc1ccccc1)NCCC1=CCCCC1
    3	102.0	97.0	99.0	103.0	18	0.2	1.5	-6.8	100.0	99.0
- COc1ccc(Nc2nc(-c3ccccc3)c3ccccc3n2)cc1
    10	98.0	96.0	96.0	98.0	16	0.3	3.3	-0.5	97.0	99.0
- Cc1nc2c(-c3ccc(F)cc3)c(C)nn2c(C)c1CCC(=O)NCc1ccco1
    6	94.0	96.0	95.0	97.0	19	0.8	6.2	/	95.0	98.0
- Cc1ccc2cc(C(c3nnnn3C3CCCC3)N3CCN(c4ccccc4)CC3)c(=O)[nH]c2c1 (stereo not given)
    10	102.0	103.0	103.0	110.0	27	3.7	12.2	18.7	98.0	105.0
- COc1ccc(/C=C(/C#N)c2cccnc2)cc1OC
    8	100.0	98.0	100.0	100.0	19	0.6	9.9	/	98.0	102.0
- O=[N+]([O-])c1ccc(N/N=C/c2cn(Cc3ccc(F)cc3)c3ccccc23)nc1
    13	101.0	101.0	102.0	107.0	13	6.4	12.3	/	100.0	100.0
- O=c1[nH][nH]c(-c2ccccc2O)c1C(C[N+](=O)[O-])c1ccc(Br)cc1 (stereo not given)
    1	101.0	97.0	100.0	101.0	6	-0.7	-3.2	-22.3	101.0	99.0
- C=CCNC(=S)Nc1cccc(NC(=S)NCC=C)c1
    11	102.0	102.0	103.0	105.0	10	-1.1	-6.6	-2.6	101.0	101.0
- COc1ccc(CC(=O)Nc2c3c(nn2-c2cccc(C)c2C)CS(=O)(=O)C3)cc1
    22	101.0	99.0	99.0	99.0	23	0.9	5.7	14.0	97.0	104.0
- COC(=O)c1ccc(COc2cccc3c2CCN(Cc2cccc(C)c2)C3=O)o1
    10	98.0	95.0	96.0	99.0	11	3.9	51.1	0.5	95.0	93.0
- Cc1ccc(/C=N\NC(=O)c2cc([N+](=O)[O-])cc([N+](=O)[O-])c2)o1
    22	99.0	98.0	98.0	100.0	11	-0.3	68.0	-25.4	99.0	97.0
- COc1ccccc1N1CCN(C(=O)c2cccc3c(=O)c(C)c(-c4ccccc4)oc23)CC1
    6	96.0	95.0	95.0	97.0	15	6.5	12.5	-1.4	97.0	95.0
- CCN(CC)c1ccc2c(Cl)c(Br)c(=O)oc2c1
    7	98.0	95.0	98.0	96.0	6	24.4	73.7	/	96.0	99.0
- CCc1ccc(C(=O)N2CCCC2)s1
    10	101.0	99.0	99.0	103.0	19	0.1	-0.2	/	99.0	100.0
- COc1ccc(C(=O)C2=NN(C(C)=O)CC2c2ccco2)cc1 (stereo not given)
    13	99.0	102.0	101.0	104.0	10	1.1	12.4	/	96.0	109.0
- CC1CCc2c(C(=O)Nc3ccc(OC(F)(F)F)cc3)csc2C1 (stereo not given)
    11	103.0	98.0	100.0	105.0	11	-0.3	6.3	-10.3	99.0	95.0
- NC(=O)/C(=N\OC(=O)c1ccco1)c1nc(-c2ccc(Br)cc2)cs1
    7	92.0	92.0	91.0	92.0	16	0.8	6.6	-0.1	92.0	99.0
- Cc1ccc(NC(=O)c2ccccc2OCc2ccc([N+](=O)[O-])cc2)nc1
    9	95.0	95.0	96.0	98.0	9	3.1	29.4	16.2	95.0	102.0
- CCC(=O)N(C1=C(NC)C(=O)c2ccccc2C1=O)C(C)C
    9	102.0	102.0	99.0	102.0	12	0.8	2.0	0.2	98.0	96.0
- CC(=O)N1CCc2ccc(S(=O)(=O)Nc3ccccc3Cl)cc21
    9	96.0	97.0	98.0	99.0	10	2.6	16.6	/	95.0	104.0
- COC(=O)C1=C(C)N(Cc2cccnc2)C(=O)/C1=C\c1cccs1
    10	95.0	97.0	96.0	103.0	10	0.3	1.6	7.0	95.0	96.0
- CCCOc1ccc(N2C(=O)CC(N3CCC(c4nc5ccccc5o4)CC3)C2=O)cc1 (stereo not given)
    11	95.0	97.0	95.0	97.0	12	0.9	7.2	/	93.0	96.0
- Cn1cc(Cl)c(C(=O)NC2CCCCCC2)n1
    26	105.0	104.0	103.0	105.0	22	0.1	2.8	/	100.0	102.0
- Cc1cc(C)c2nc(SCCC#N)nc(C)c2c1
    7	96.0	93.0	95.0	95.0	31	1.0	4.0	-5.4	95.0	94.0
- COc1ccc(N2CCN(c3nc(Cl)nc(Nc4ccc(F)cc4)n3)CC2)cc1
    3	99.0	98.0	99.0	104.0	10	0.1	-0.1	/	101.0	98.0
- CCC(C)NC(=O)c1ccc(C(=O)c2ccccc2)cc1 (stereo not given)
    24	94.0	96.0	97.0	100.0	32	0.9	7.2	20.5	96.0	96.0
- CCn1c(COc2ccccc2)nc2ccccc21
    6	102.0	102.0	105.0	107.0	21	0.2	5.3	/	100.0	103.0
- COc1ccccc1N1CCN(C(c2ccccn2)c2nnnn2C2CCCCC2)CC1 (stereo not given)
    9	97.0	98.0	97.0	102.0	12	1.4	10.7	/	97.0	99.0
- C=CCNC(=O)C1CCN(S(=O)(=O)c2ccc(Br)cc2)CC1
    8	101.0	101.0	100.0	105.0	16	0.1	0.6	/	100.0	102.0
- Cc1ccc(C(=O)OCC(=O)Nc2ncc(Cl)cc2Cl)cc1NC(=O)c1ccco1
    8	97.0	96.0	98.0	100.0	11	0.1	-0.5	/	97.0	97.0
- CCOC(=O)c1c(-c2ccc(C)s2)csc1N
    11	94.0	96.0	96.0	95.0	8	-0.1	-0.8	7.2	92.0	98.0
- CCCCN(C(=O)/C=C/c1ccc(OCC(C)C)c(OCC)c1)c1c(N)n(CCC)c(=O)[nH]c1=O
    5	98.0	97.0	95.0	95.0	23	-0.5	0.1	12.0	97.0	94.0
- Cc1ccc(C)c(-c2csc(NC(=O)c3cnccn3)n2)c1
    5	95.0	98.0	97.0	93.0	18	-0.1	6.6	-9.6	95.0	104.0
- Cc1cccc(OCC(=O)Nc2cccc(C(=O)Nc3ccccc3C(=O)O)c2)c1
    15	93.0	89.0	90.0	91.0	10	-0.5	-3.4	/	91.0	90.0
- O=c1c2cc(Br)ccc2nc(-c2ccc([N+](=O)[O-])cc2)n1O
    7	96.0	96.0	97.0	98.0	21	-0.1	5.8	16.0	92.0	93.0
- CCCCN1C(=O)N(C)C2C1N(C)C(=O)N2CCCC (stereo not given)
    5	100.0	101.0	102.0	104.0	130*	-0.5	-0.3	/	99.0	101.0
- CC(C)c1ccc(NC(=O)C(c2ccccc2)N2CC(=O)Nc3ccccc32)cc1 (stereo not given)
    /	101.0	98.0	99.0	102.0	16	0.1	-1.5	/	98.0	95.0
- O=C(Nc1ccc2c(c1)OCO2)N1CCN(c2cccc(C(F)(F)F)c2)CC1
    0	101.0	98.0	98.0	101.0	32	-0.4	1.3	/	96.0	99.0
- O=C(NNC1OC(CO)C(O)C(O)C1O)c1cccc(Br)c1 (stereo not given)
    9	96.0	97.0	96.0	99.0	24	0.5	7.6	/	95.0	99.0
- COc1ccccc1C1C=C(c2ccc(Cl)cc2)Nc2nc(NS(C)(=O)=O)nn21 (stereo not given)
    9	99.0	100.0	100.0	102.0	15	-0.2	-5.2	/	97.0	99.0
- O=c1c2cc(-c3ccccc3)sc2nc2n1CCC2
    9	100.0	100.0	99.0	96.0	15	0.2	2.3	-3.9	91.0	103.0
- CC1=CC(=O)N(c2cccc(C(F)(F)F)c2)C1c1ccc(Cl)cc1 (stereo not given)
    12	100.0	99.0	101.0	97.0	18	0.9	4.6	-2.6	99.0	100.0

# New compounds follow:
# Results follow in this order: Avidin fluor	Cdc42 wt	Rab2 wt GTP	HRas wt GTP bind	Rac1 wt modul	GSH bead fluor	ABCB1 inh	ABCG2 inh	Pf gametocyte	Rac1 mut GTP	Rab7 wt modul
- NS(=O)(=O)c1ccc(NC(=O)COC(=O)C2CCCCC2)cc1
    9	95.0	93.0	94.0	95.0	18	-0.2	-1.4	/	90.0	98.0
- Brc1ccc(Sc2cnc3ccccc3n2)cc1
    13	99.0	95.0	98.0	100.0	41	-0.1	1.6	/	95.0	95.0
- CC(O)c1nc2ccccc2n1C1CCCCC1 (stereo not given)
    17	97.0	96.0	98.0	97.0	30	0.8	4.2	/	95.0	96.0
- CCOC(=O)Cc1csc(NC(=O)CSc2nnnn2-c2ccc(CC)cc2)n1
    20	103.0	101.0	102.0	102.0	24	1.0	6.3	/	98.0	98.0
- COCCCNC(=O)c1c[nH]c2ccc(S(=O)(=O)N3CCc4ccccc43)cc2c1=O
    7	93.0	95.0	95.0	98.0	13	-0.8	-1.4	/	96.0	99.0
- Cc1c(CN(C)C(=O)c2ccc(Br)o2)cnn1C
    6	95.0	93.0	95.0	97.0	21	-0.1	-3.5	/	92.0	96.0
- CCOc1ccc2nc(N/C(N)=N/C(=S)Nc3cccc(C)c3)nc(C)c2c1
    12	103.0	101.0	100.0	106.0	30	-0.7	-7.8	/	100.0	104.0

# Rows are unselected; any-hit rate near 1.1%.
